From PubChem
S1P3 antag = blocks the human S1P3 receptor; Q99500; CHO S1P3 NFAT-BLA reporter, FRET fluorescence, antagonist mode; inhibition, % at 4.98 µM; hit rate 0.27% among 170,000; AID 485;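 active = inhibition above the plate cutoff, the mean inhibition of test wells on that plate plus 3 SD, cut at about 28% in these data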;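 note: cells challenged with S1P at its EC80 of 0.8 µM; blue over green emission ratio from cleaved BLA substrate after 4 h stimulation; 0% = S1P-stimulated wells and 100% = unstimulated DMSO-only wells; some compounds past the cut are filed as inactive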
RAM network inh = inhibitors of the yeast RAM network; S. cerevisiae dse1pr::URA3 reporter, 5-FOA growth OD615, 2 d; analog-sensitive cbk1-as2 kinase mutant strain; inhibition, % at 50 µM; hit rate 1.8% among 190,000; AID 868;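 active = inhibition above a set limit, 3 SD over mean compound inhibition, cut at about 8.4% in these data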;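 note: 0% = DMSO-only wells with no growth and 100% = 10 µM 1-NA-PP1 full growth; inhibition rescues growth on 5-FOA so higher OD means more RAM inhibition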
PPARg SRC2 recr = agonists of SRC-2 recruitment by human PPARgamma; activation, % at 8 µM; AID 1032; P37231; PPARgamma LBD-SRC-2 recruitment, biochemical; hit rate 0.34% among 200,000; in the data active = activation above about 22%;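 note: 0% = vehicle and 100% = reference agonist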
Target sequence (P37231 whole entry, looked up, the tested form may be a part): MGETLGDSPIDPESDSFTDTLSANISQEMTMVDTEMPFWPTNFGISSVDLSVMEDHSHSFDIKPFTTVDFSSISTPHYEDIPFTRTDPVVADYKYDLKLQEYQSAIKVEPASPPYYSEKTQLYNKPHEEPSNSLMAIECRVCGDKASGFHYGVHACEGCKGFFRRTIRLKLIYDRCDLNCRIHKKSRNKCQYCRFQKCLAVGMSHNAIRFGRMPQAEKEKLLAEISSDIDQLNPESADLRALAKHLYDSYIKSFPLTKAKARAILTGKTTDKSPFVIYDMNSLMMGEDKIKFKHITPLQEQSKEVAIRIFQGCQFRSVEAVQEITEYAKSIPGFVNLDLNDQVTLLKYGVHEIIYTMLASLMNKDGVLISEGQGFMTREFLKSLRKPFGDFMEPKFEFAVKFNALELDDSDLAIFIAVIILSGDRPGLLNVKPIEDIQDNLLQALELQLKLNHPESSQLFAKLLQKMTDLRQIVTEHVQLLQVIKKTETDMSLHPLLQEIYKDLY
HMGR II inh = E. faecalis class II HMG-CoA reductase inhibition. purified E. faecalis HMGR, NADPH absorbance 340 nm kinetic. inhibition, % at 10 µM. hit rate 0.41% among 190,000;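 active = inhibition above a set limit, the median over all tested compounds plus 3 SD, cut at about 9.5% in these data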;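 note: enzyme runs in reverse so mevalonate oxidation gives rising NADPH absorbance; 0% = complete reaction with DMSO and 100% = background rate lacking mevalonate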
TR-FRET SRC-2 ct = counter-screen for PPARgamma SRC-2 recruitment agonists: TR-FRET artefact; TR-FRET ratio at 8 µM; stronger effect = higher value; hit rate 0.4% among 200,000; in the data active = TR-FRET ratio above about 2000; note: inactives centre near 1500; reference of the scale not given here
bIAP inh = blocks bovine intestinal alkaline phosphatase activity; purified bovine IAP, CDP-star luminescence, 30 min; inhibition, % at 20 µM; 190,000 tested, under 10 active;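 active = over 50% inhibition of intestinal alkaline phosphatase at 20 µM in the single-dose screen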
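Assay system – bovine IAP enzyme · Quantity – bovine IAP at 1/65,000,000 final dilution · Detection – CDP-star luminescence signal · Times – 30 min reaction at room temperature · Also added – CDP-star substrate at 30 µM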
PPARg SRC3 recr = PPARgamma-driven SRC-3 recruitment agonism; P37231; biochemical PPARgamma/SRC-3 coactivator recruitment assay; activation, % at 8 µM; hit rate 0.26% among 200,000; in the data active = activation above about 23%;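 note: 0% = DMSO and 100% = reference agonist; some compounds past the cut are filed as inactive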
PPARg SRC-1 ag = agonists of human PPARgamma SRC-1 coactivator recruitment; PPARgamma-SRC-1 coactivator recruitment biochemical assay; hit rate 0.41% among 200,000; AID 631; activation, % at 8 µM; P37231; in the data active = activation above about 19%;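 note: 0% = DMSO and 100% = reference agonist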
DTT redox prof = compounds producing H2O2 with reducing agent – biochemical, NIH compound library profiling, artefact control for MLSCN library redox annotation, primary screen; activation, % at 10 µM; AID 878; hit rate 0.03% among 200,000; DTT-dependent redox cycling H2O2, phenol red/HRP absorbance; 100% = 100 µM peroxide control, 0% = buffer;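 active = activation of at least 50% relative to the plate's high and low controls in the primary single-dose screen; inactive = activation below 50%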;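 note: compound incubated with DTT at 0.8 mM final as the reducing agent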
Lmaj promast = inhibitors of Leishmania major promastigote growth | inhibition, % at 10 µM | hit rate 9% among 200,000 | Leishmania major promastigotes, resazurin fluorescence viability; in the data active = inhibition above about 50%;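 note: promastigotes grown with compound for 44 hours at 28 °C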
ROMK primary = human ROMK K+ channel modulation, primary screen | Tet-inducible ROMK, thallium flux fluorescence; actives lie on both sides | hit rate 2% among 130,000 | B-score at 10 µM;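 active = signal ratio slope over the read window, or its plate-corrected B-score, at least 3 SD from the plate mean, either direction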;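 note: B-score of the F/F0 ratio slope over 7 to 12 s after thallium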
Target sequence (P48048 whole entry, looked up): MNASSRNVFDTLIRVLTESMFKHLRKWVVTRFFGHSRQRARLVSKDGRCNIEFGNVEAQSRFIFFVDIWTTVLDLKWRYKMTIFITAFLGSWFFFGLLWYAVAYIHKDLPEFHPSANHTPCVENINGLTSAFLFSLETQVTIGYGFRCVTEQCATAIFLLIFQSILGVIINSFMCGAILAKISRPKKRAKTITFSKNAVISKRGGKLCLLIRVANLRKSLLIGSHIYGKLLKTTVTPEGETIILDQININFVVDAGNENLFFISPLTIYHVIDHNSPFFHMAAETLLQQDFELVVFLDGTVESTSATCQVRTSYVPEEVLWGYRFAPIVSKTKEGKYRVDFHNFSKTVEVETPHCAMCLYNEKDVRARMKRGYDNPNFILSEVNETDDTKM
* marks the source's active call; other numbers are inactive results; · = not tested or not shown.

SMILES	S1P3 antag	RAM network inh	PPARg SRC2 recr	HMGR II inh	TR-FRET SRC-2 ct	bIAP inh	PPARg SRC3 recr	PPARg SRC-1 ag	DTT redox prof	Lmaj promast	ROMK primary
CN1CCN(C(=O)c2ccccc2Nc2ccc(SC(F)F)cc2)CC1	-9.0	1.0	4.9	-1.5	1617	-5.0	1.8	-0.2	-0.3	3.1	0.113
CC(=O)OCc1nc2sc(C)c(C)c2c(=O)[nH]1	·	1.4	7.9	-5.3	1293	-3.5	-3.0	-5.5	1.0	-8.7	0.165
CCN(c1ccccc1)S(=O)(=O)c1ccc(N)c(OC)c1	·	0.5	8.5	0.6	1672	12.7	3.3	7.3	0.4	0.7	3.49*
COCCn1nnnc1CN1CCSCC1	2.4	0.2	0.9	-1.2	1427	7.4	0.7	-7.8	0.0	-5.0	0.271
COc1ccc(Cl)cc1NC(=O)CN(C)CC(=O)Nc1ccccc1C(F)(F)F	-0.8	1.2	2.9	3.0	1514	-23.6	-0.6	7.5	-0.5	2.4	0.376
Cc1cccc(-n2c(=O)cc(N3CCN(c4ccc(F)cc4)CC3)[nH]c2=O)c1	-15.1	2.3	6.1	-5.1	1637	14.4	7.1	4.0	-0.4	-4.1	·
COc1ccc2c(c1)CCc1c(C(=O)NCc3ccc(F)cc3)noc1-2	-12.2	0.5	-8.4	-6.9	1465	13.1	2.3	-6.5	-0.1	21.6	·
CCOc1ccccc1N(C(C)=O)S(=O)(=O)c1ccc(Cl)cc1	8.9	0.9	4.4	1.4	1545	-5.3	-3.3	6.9	10.1	2.7	-0.996
CCN(CC)CCN(C(=O)c1ccc([N+](=O)[O-])cc1)c1nc2ccc(OC)cc2s1	-2.0	0.1	1.3	-0.8	1670	6.6	1.6	-1.5	-0.3	-0.3	-0.188
COCCCn1c(SCC(=O)NC(C)C)nnc1-c1ccccc1	-23.6	-0.4	7.7	0.6	1517	7.7	3.7	-0.6	2.0	0.2	·

Next section, overlapping the part above by two compounds.
SMILES	S1P3 antag	RAM network inh	PPARg SRC2 recr	HMGR II inh	TR-FRET SRC-2 ct	bIAP inh	PPARg SRC3 recr	PPARg SRC-1 ag	DTT redox prof	Lmaj promast	ROMK primary
CCN(CC)CCN(C(=O)c1ccc([N+](=O)[O-])cc1)c1nc2ccc(OC)cc2s1	-2.0	0.1	1.3	-0.8	1670	6.6	1.6	-1.5	-0.3	-0.3	-0.188
COCCCn1c(SCC(=O)NC(C)C)nnc1-c1ccccc1	-23.6	-0.4	7.7	0.6	1517	7.7	3.7	-0.6	2.0	0.2	·
Cc1ccc(-n2cnnn2)c2cccnc12	-8.3	1.6	1.7	-3.9	1592	10.3	6.7	10.4	4.9	0.4	·
CC(=O)N=C1SC2CS(=O)(=O)CC2N1c1cccc(Cl)c1Cl (stereo not drawn)	7.6	2.8	-2.6	-4.7	1734	11.6	11.9	-3.3	0.2	-2.1	0.331
COc1cccc(NC(=O)CNC(=O)c2ccc(F)cc2)c1	3.4	1.1	-5.3	-0.1	1351	20.8	-3.9	-5.4	7.2	-0.9	-0.253
O=C(c1cccc(Cl)c1)N1CCN(Cc2c[nH]c3ccccc23)CC1	6.4	0.0	1.4	1.3	1759	1.1	4.3	3.5	0.7	5.1	·
CCNC(=O)CSc1nnc(-c2ccc(OC)cc2)n1CC(C)C	·	0.8	0.6	-1.8	1359	-1.8	-4.6	-6.6	0.6	2.6	0
O=C(CCc1nnc(COc2ccccc2)o1)NCc1ccccc1C(F)(F)F	4.8	3.0	1.9	-3.0	1605	-5.7	5.9	-5.2	0.1	-6.2	-0.108
O=c1[nH]c(/C=C/c2ccc3c(c2)OCO3)c([N+](=O)[O-])c(=O)[nH]1	-21.0	2.1	-3.3	-3.1	1430	-7.8	2.5	1.6	-0.9	-9.9	-0.148
O=C(Cn1cc2c(n1)CCCC2)NCc1cccc(Cl)c1	-21.6	0.8	5.4	-6.0	1703	6.3	6.5	11.8	-2.2	-11.5	·
CC1CCCCN1C(=O)CSCC(=O)Nc1nc(-c2cccs2)cs1 (stereo not drawn)	-18.4	0.9	-4.5	-10.9	1363	14.4	1.8	0.8	-2.5	-2.3	·
Cc1cc(C)cc(OCC(=O)Nc2nonc2NC(=O)COc2cc(C)cc(C)c2)c1	7.6	4.1	-1.8	-0.3	1582	-50.0	-5.6	-0.7	0.1	-2.3	·
COC(=O)c1ccc(CNCC(=O)Nc2ccc(C(=O)OC)cc2)cc1	-12.5	-0.8	-4.5	0.2	1356	-23.5	-3.1	-1.4	-0.4	-4.4	0.443
Cc1ccc(C(=O)NC2CC3CCCC(C2)N3C(=O)NC2CCCCC2)cc1 (stereo not drawn)	-33.1	1.8	2.8	-2.8	1501	10.7	-5.2	-7.4	0.4	-4.0	·
Cc1ccc(CN(N=Nc2nonc2N)c2nonc2N)c(C)c1	·	0.6	0.1	-1.7	1536	·	3.3	-4.4	2.4	88.8*	·
COc1ccc(-c2cn3c(C)c(C(=O)NCc4ccc5c(c4)OCO5)sc3n2)cc1	8.8	·	5.6	·	1745	·	9.1	1.6	-2.4	-4.9	·
O=C(CSCC(=O)OCC(=O)c1ccc(Br)cc1)Nc1cccc2ccccc12	·	10.4*	9.5	5.0	1772	9.3	5.4	5.5	-6.7	-5.7	·
Cc1cc(C(=O)NNC(=S)Nc2ccccc2)nn1C	4.6	-0.8	-0.3	-1.4	1704	-37.1	-5.0	4.3	-0.7	-5.7	-0.646
S=C(NCc1ccc(Cl)cc1)Nc1ccc(Cl)cc1Cl	2.6	0.5	8.7	-1.3	1788	7.6	4.7	0.5	0.8	-6.0	·
CNC(=S)N/N=C/c1ccc(-c2ccc(Cl)c([N+](=O)[O-])c2)o1	-20.6	4.9	8.0	-8.7	1483	2.9	8.5	4.3	-1.1	1.8	·
Cc1ccccc1C1CC(c2ccc(Br)cc2)Nc2nc(N)nn21 (stereo not drawn)	·	-0.6	3.2	-8.0	1422	2.8	5.5	2.8	-0.2	-3.7	·
CC1CCCN(Cc2nc3c(c(=O)n(C)c(=O)n3C)n2Cc2c(F)cccc2Cl)C1 (stereo not drawn)	-4.4	1.8	3.5	-5.5	1647	-7.4	1.0	1.9	-1.6	29.6	·
CC1CCCN(C(=S)Nc2ccc(Nc3ccccc3)cc2)C1 (stereo not drawn)	4.1	9.3*	4.4	-3.2	1615	19.5	1.0	6.5	3.0	16.2	-0.0421
CCc1ccc(N2CC(C(=O)Nc3cc(C)on3)CC2=O)cc1 (stereo not drawn)	-13.1	0.1	4.4	-4.2	1558	11.3	0.8	-2.6	1.8	-3.6	-0.0662
CN(C)C(CNC(=O)c1ccc2nc[nH]c2c1)c1ccccc1 (stereo not drawn)	0.6	0.8	2.7	5.4	1600	-35.1	-2.7	3.9	-0.1	-9.0	-0.0766
CSc1ccccc1NC(=O)c1c(Br)cnn1C	·	1.9	6.1	3.6	1616	10.9	5.0	0.8	0.1	0.7	-0.68
Cn1cc(CC(=O)Nc2cccc(C#N)c2)c2ccccc21	·	-0.6	2.5	1.3	1513	31.8	-2.4	0.1	0.1	3.3	0.122
Cc1cccc(CSc2nc3c(c(-c4cccs4)c2C#N)CN(C)CC3)c1	-5.2	2.0	0.7	0.7	1415	4.6	-4.2	-0.7	1.1	30.7	·
Cc1nn(-c2ccccc2)c(-c2ccccc2)c1C(=O)O	·	1.2	7.3	1.3	1524	-3.3	10.6	-2.8	0.3	-2.3	0.0383
COc1ccc(CCN2CC(C(=O)NCCc3ccc(C)cc3)CC2=O)cc1OC (stereo not drawn)	5.2	0.0	2.4	-0.2	1654	-0.4	1.8	-2.3	-0.4	-7.1	-0.0147
CCCCN(C)C(=O)CS(=O)(=O)Cc1nc(-c2cccc(OC)c2)oc1C	-9.5	2.5	7.7	-2.9	1672	-6.4	5.7	-0.4	-0.7	-9.6	·
O=C(COc1ccccc1)NCC1(N2CCCCC2)CCCCC1	0.8	-0.6	3.2	-3.9	1358	-5.3	4.5	-9.1	-1.7	0.2	-0.411
C[N+]1(C)CCC(=C2c3ccccc3CC(=O)c3sccc32)CC1	·	0.1	-5.7	-4.2	1527	3.9	-2.7	-2.2	-0.3	39.6	·
CC1(C)CN(c2ccc(C(=O)c3ccccc3)cc2)C1=O	8.0	1.8	7.6	-3.7	1586	-8.6	-2.9	3.9	-2.2	-5.6	-0.242
COc1cc(C=O)ccc1OS(=O)(=O)c1ccc(NC(C)=O)cc1	0.4	0.5	5.3	-0.3	1631	14.6	5.4	9.3	0.3	43.3	0.281
Cc1cccc(CSC2=NCCN2C(=O)c2ccc(Br)o2)c1	15.6	1.5	-1.6	2.1	1607	15.2	6.5	2.0	-0.9	-2.4	·
COc1ccc(OC)c(/C=N/NC(=O)CCCC(=O)Nc2cccc(Br)c2)c1	·	-0.7	1.9	-3.5	1433	36.4	1.7	1.4	2.3	22.3	·
COCCNC(=O)c1noc2c1CCc1cc(OC)ccc1-2	-1.9	1.8	-0.2	1.5	1719	33.7	-0.3	-1.7	-2.3	-9.8	·
CCc1ccc2nc(SCC(=O)N3CCCCC3)c(C#N)cc2c1	·	0.1	14.3	-3.4	1553	·	3.0	3.6	1.6	3.9	·
O=[N+]([O-])c1ccccc1/C=N/n1c(C(F)(F)F)n[nH]c1=S	2.7	0.8	1.4	1.0	1594	-6.6	2.4	-3.7	-0.4	-6.9	0.0171
c1ccc(-n2cnc3cc(NCc4ccco4)ccc32)cc1	7.5	-0.6	11.0	-8.4	1837	-9.7	4.2	5.8	-1.0	5.2	3.31*
C=CCn1c(SCC(=O)C(C)(C)C)nnc1-c1ccccn1	-22.8	1.4	3.5	-2.6	1609	18.7	0.6	2.1	-2.9	8.1	·
Cc1cccc(C(=O)N/N=C/c2ccc[nH]2)c1	10.4	3.2	10.9	3.7	1675	2.4	0.4	9.3	0.0	0.0	-0.0128
O=C(CCN1C(=O)C2C3C=CC(C3)C2C1=O)N1CCN(c2ccc([N+](=O)[O-])cc2)CC1 (stereo not drawn)	-0.6	0.0	-3.3	-1.6	1646	8.8	1.0	2.2	-0.2	-9.8	-2.21
CCOC(=O)CSc1nnc(-c2cccs2)n1-c1ccccc1	13.2	-0.9	6.4	2.9	1676	-8.0	5.8	6.5	0.9	-4.2	-0.996
CN(C(=O)c1ccccc1)C1(C)CCS(=O)(=O)C1 (stereo not drawn)	-23.4	0.4	3.0	6.2	1416	5.7	-1.4	-2.1	3.2	-6.2	·
CCCC(=O)N1CCN(c2ccc(NC(=S)NC(=O)CC)cc2)CC1	·	0.8	5.7	0.6	1613	2.5	15.9	8.3	3.0	-4.5	·
CCOC(=O)/C(C#N)=C/c1cccc(F)c1	0.2	4.0	9.3	-2.8	1783	10.3	6.1	6.4	-1.2	-1.4	·
CSc1nc2ccsc2c(=O)n1-c1cccnc1	-10.1	-0.9	-8.5	2.8	1478	-11.9	-6.8	-2.6	-2.3	-5.8	-0.393
